Bioassay records from PubChem.
Pyk2 oligo antag: antagonists of Pyk2 self-association, primary screen, Q293 cells, FERM NanoBiT luminescence, HTS. hits give low values. hit rate 0.83% among 99,000. Protein-tyrosine kinase 2-beta (Homo sapiens), Q14289. z-score (the deposit names both 25 µM and 10 µM);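 active = Z-score of -3 or lower, scaled per plate to the spread of control and sample wells; inactive = z-score above -3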;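 note: negative z-score means lost luminescence so less FERM oligomerization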
Target sequence (Q14289 whole entry, looked up): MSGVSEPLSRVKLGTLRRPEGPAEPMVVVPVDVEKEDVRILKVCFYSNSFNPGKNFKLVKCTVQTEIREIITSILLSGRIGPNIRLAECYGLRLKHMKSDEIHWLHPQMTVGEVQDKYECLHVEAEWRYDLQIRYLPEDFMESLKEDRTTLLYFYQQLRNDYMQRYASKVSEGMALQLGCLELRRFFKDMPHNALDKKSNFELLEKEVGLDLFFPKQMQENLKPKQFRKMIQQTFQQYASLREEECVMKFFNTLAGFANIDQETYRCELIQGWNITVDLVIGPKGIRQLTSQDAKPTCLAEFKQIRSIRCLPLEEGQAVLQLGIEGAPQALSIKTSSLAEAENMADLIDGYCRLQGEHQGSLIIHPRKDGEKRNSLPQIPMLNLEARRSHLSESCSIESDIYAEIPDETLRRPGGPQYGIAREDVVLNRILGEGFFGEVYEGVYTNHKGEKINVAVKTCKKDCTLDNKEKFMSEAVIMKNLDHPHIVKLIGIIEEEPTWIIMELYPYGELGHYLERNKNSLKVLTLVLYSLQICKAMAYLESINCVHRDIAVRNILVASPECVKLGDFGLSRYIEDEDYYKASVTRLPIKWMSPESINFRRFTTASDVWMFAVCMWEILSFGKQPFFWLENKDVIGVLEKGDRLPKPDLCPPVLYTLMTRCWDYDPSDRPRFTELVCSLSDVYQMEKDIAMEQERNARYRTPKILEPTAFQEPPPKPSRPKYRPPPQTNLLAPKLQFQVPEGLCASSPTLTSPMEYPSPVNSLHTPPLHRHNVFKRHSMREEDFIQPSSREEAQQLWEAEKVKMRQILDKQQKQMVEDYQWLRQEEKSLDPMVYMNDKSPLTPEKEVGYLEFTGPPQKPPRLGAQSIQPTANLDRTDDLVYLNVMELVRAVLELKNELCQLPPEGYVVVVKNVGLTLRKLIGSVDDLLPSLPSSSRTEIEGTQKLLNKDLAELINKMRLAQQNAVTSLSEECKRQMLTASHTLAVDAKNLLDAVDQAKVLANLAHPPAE
MT1-MMP txn act: MT1-MMP promoter reporter activation – cell-based, luciferase luminescence, primary screen. hit rate 0.16% among 86,000. AID 750, 2007. HT1080 MT1-MMP promoter luciferase reporter, overnight; hits give high values. activation factor at 10 µM;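 active = activation factor of at least 2 for MT1-MMP transcription at 10 µM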
Numbers without * were called inactive.

SMILES | Pyk2 oligo antag | MT1-MMP txn act
O=C(C1CCC(Cn2c(=S)[nH]c3ccccc3c2=O)CC1)N1CCN(c2ccccc2)CC1 (centres undefined) | -0.27 | 1.2
O=C(Nc1cc(C(F)(F)F)ccc1Cl)c1cc(C2CC2)on1 | 0.46 | 1.3
COCCN1CC(O)=C(c2nc3ccccc3c(=O)[nH]2)C1=N | 0.61 | 0.9
Cc1ccc(S(=O)(=O)N2CCC(n3nnc4cc(C)ccc43)CC2)cc1 | 0.07 | 1.2
CCCC(=O)NC(C)C(c1cccs1)N1CCN(c2ccccc2)CC1 (centres undefined) | 0.09 | 1
COc1ccc(C2C(C(C)=O)=C(Nc3ccccc3)CC(C)(O)C2C(C)=O)cc1OC (centres undefined) | 0.01 | 1
C=CCN(C)CC/C=C1\c2ccccc2CSc2ccccc21 | 0.9 | 1.1
O=C(Nc1ccc2c(c1)OCO2)c1ccc(Br)c(S(=O)(=O)N2CCCC2)c1 | -1.4 | 1.3
CCC(C)N1CCN(C(=O)c2cccs2)CC1 (centres undefined) | 0.18 | 1.1
Cc1ccc2cccc(NC(=S)NC(=O)c3c(Br)cnn3C)c2n1 | -0.97 | 1.2
Cn1c(SCC(=O)N2CCN(c3ccccc3)CC2)nnc1-c1ccncc1 | 1.8 | 1
CCCOC(=O)c1ccc(NC(=O)c2ccoc2C)cc1 | 0.3 | 1.4
O=C(c1cccc(Cl)c1)N1CCN(Cc2ccncc2)CC1 | -0.26 | 1.1
Fc1ccccc1-c1nc(-c2ccc(Cl)cc2)no1 | -0.94 | 1.4
Cc1ccc(Cn2c(=O)c3c(nc4n3CCN4Cc3ccco3)n(C)c2=O)cc1 | -0.17 | 1.2
Cc1ccnc(NS(=O)(=O)c2ccc(NC(=O)c3ccc(C)o3)cc2)n1 | 0.08 | 1
COc1cccc(C2CC(c3ccccc3Cl)Nc3nc(N)nn32)c1 (centres undefined) | 0.47 | 1
COc1cc(-c2c(C#N)c(N)nc3c2CCCC3)cc(OC)c1OC | 0.1 | 0.8
CCCCNC(=O)c1cc(-c2ccc(F)cc2)on1 | 0.84 | 1.4
Cc1sc2nc(SCC(=O)N3CCCCC3)[nH]c(=O)c2c1C | 0.86 | 1.1
COc1ccc(CN(CC(=O)NCC2CCCO2)C(=O)CCC(=O)Nc2cc(C)on2)cc1 (centres undefined) | -0.08 | 1.1
CCn1c(SCC(=O)N2CCN(c3cccc(Cl)c3)CC2)nc2ccccc2c1=O | -0.15 | 1.1
CCCCSc1nc2ccccc2n1CC(=O)O | 0.29 | 1.1
Cc1nnc(SCc2ccc(C(=O)c3ccc(Cl)cc3)o2)n1-c1ccccc1 | -1 | 1.2
COc1ccc2c(=O)c3c(=O)n(Cc4ccco4)c(-c4cc(OC)c(OC)c(OC)c4)nc3oc2c1 | -1.8 | 1

Continuation.
SMILES | Pyk2 oligo antag | MT1-MMP txn act
COc1ccc(NC(=O)CCS(=O)(=O)c2ccccc2)c(OC)c1 | 0.52 | 1.3
CC(=O)c1ccc(N(C(=O)Cn2nnc3ccccc32)C(C(=O)NC2CCCCC2)c2cn(C)nc2C)cc1 (centres undefined) | -0.64 | 1.3
CS(=O)(=O)n1nc(-c2ccccc2)nc1NCc1ccco1 | 0.6 | 1.3
COc1ccc(N(CC(=O)N2CCN(Cc3ccc4c(c3)OCO4)CC2)S(C)(=O)=O)cc1OC | 0.38 | 1
CCC(=O)N(CC)c1nc(-c2cc(OC)ccc2OC)cs1 | 0.66 | 1.2
CC1Cc2nc(SCC(=O)NCC3CCCO3)n(Cc3ccccc3)c(=O)c2S1 (centres undefined) | 0.8 | 1.2
O=C(CCN1CCCCCC1)c1ccccc1 | 0.83 | 1.1
CCOC(=O)CSc1nnc(-c2ccccc2)o1 | 0.58 | 1.2
Cc1cccc(OCc2nnc(SCC(=O)N3CCN(c4ccccc4)CC3)o2)c1C | 0.72 | 1.1
Cc1cc2n(n1)SC(Nc1ccc(F)cc1)N2 (centres undefined) | 1.2 | 1.2
O=C1c2ccccc2-c2nc3ccccc3n21 | -0.26 | 1.3
CC(=O)C1=C(C)NC(C)=C(C(C)=O)C1c1cn(-c2ccccc2)nc1-c1cccs1 | -1.5 | 1.2
CCOC(=O)c1[nH]c(C)c(C(=O)Nc2ccccc2F)c1C | 0.12 | 1.2
COCCn1nnnc1C(c1cc2ccc(OC)cc2[nH]c1=O)N1CCc2ccccc2C1 (centres undefined) | 0.63 | 1.2
Cc1cccc(NC(=O)N2CCN(Cc3ccccc3)CC2)c1 | -0.25 | 1.3
Cc1ccc(-n2ncc3c(=O)[nH]c(SCC(=O)N4CCN(c5ccccc5)CC4)nc32)cc1 | -0.96 | 1.1
Cc1sc(NC(=O)CN2CCN(c3ccccn3)CC2)c(C#N)c1C | 0.7 | 1.1
CCOc1ccccc1C(=O)NCC(=O)OCC(=O)N1C(C)CCCC1C (centres undefined) | 1.6 | 1.1
CC(=O)NCCOc1cccc(OCCNC(C)=O)c1 | 0.18 | 1.5
c1ccc(Nc2ccccc2Nc2ccccn2)nc1 | -0.75 | 1.1
COc1cc2c(cc1OC)C(c1cc3cc4c(cc3[nH]c1=O)OCO4)N(C(=O)C(C)C)CC2 (centres undefined) | 0.16 | 1.2
O=C(Cn1nc(-c2ccccc2)nc1-c1ccccc1)OC1CCCCC1 | -1.9 | 1.1
CN(C)c1nc2n(c(=O)n1)C(C#N)CS2 (centres undefined) | 0.59 | 1
COC(=O)c1cc(-c2c(C)oc3cc(O)ccc3c2=O)c(C)o1 | -0.08 | 1
O=C(NCCCCc1ccccc1)c1ccc(Br)o1 | 0.94 | 1.3

Two neighbouring records out of the list so far, quoted:
SMILES | Pyk2 oligo antag | MT1-MMP txn act
COC(=O)c1cc(-c2c(C)oc3cc(O)ccc3c2=O)c(C)o1 | -0.08 | 1
O=C(NCCCCc1ccccc1)c1ccc(Br)o1 | 0.94 | 1.3

Following part:
SMILES | Pyk2 oligo antag | MT1-MMP txn act
CC1(C)OC(C(=O)NC2CCCCC2)C(C(=O)NC2CCCCC2)O1 (centres undefined) | 0.41 | 1
CCCCn1c(NCc2ccc3c(c2)OCO3)nc2ccccc21 | 0.55 | 1.4
COc1cc(CNCC(C)C)cc(Br)c1OCC(=O)Nc1ccccc1 | 0.33 | 0.9
Cn1cnnc1SC1CCCCC1NS(=O)(=O)c1ccc(Cl)cc1 (centres undefined) | -0.36 | 1.3
CCOC(=O)C1C2C=CC3(CN(c4ccccc4CC)C(=O)C13)O2 (centres undefined) | 0.32 | 1.2
COc1ccc(Nc2cc(C(=O)NCCCN3CCN(C)CC3)c3ccccc3n2)cc1OC | -0.32 | 0.9
CCn1c(-c2nn(C)c(C)c2Cl)n[nH]c1=S | 0.1 | 1.1
O=C(Oc1nsnc1N1CCOCC1)N1CCCC1 | 0.83 | 1.1
O=C(Oc1nsnc1N1CCOCC1)N1CCCCC1 | 0.92 | 1.1
CCOC(=O)C1(c2ccccc2)NC(c2ccccc2C)C2C(=O)N(c3ccc4c(c3)OCO4)C(=O)C21 (centres undefined) | 0.96 | 1.3
Cc1ccc(C(=O)N2CCOCC2)cc1S(=O)(=O)Nc1cccc(C)c1C | 0.64 | 1.1
O=C(Nc1ccc(Cl)c(C(F)(F)F)c1)N1CCCC(O)C1 (centres undefined) | -0.67 | 1.1
CCn1c(SCC(=O)N2c3ccccc3CC2C)nnc1-c1ccco1 (centres undefined) | 0.19 | 1.1
Cc1cc(C)c2nc(SCC(=O)N3CC(=O)Nc4ccccc43)c(C#N)cc2c1 | -1.2 | 0.8
O=C1OC(N2CCN(Cc3ccccc3)CC2)c2ccccc21 (centres undefined) | 0.2 | 1.2
Cc1ccc(OCCn2cc(C#N)c3ccccc32)cc1 | -2.6 | 1.2
COc1cc(OC)cc(OCC(O)Cn2cnc(-c3ccccc3)c2)c1 (centres undefined) | -1.1 | 1.1
Cc1ccc(S(=O)(=O)N2CCN(CCO)CC2)cc1-c1nnc2c3ccccc3c(C)nn12 | 0.72 | 1
CC(C)(C)C1CCc2c(sc(NC(=O)c3cccs3)c2C(N)=O)C1 (centres undefined) | -0.21 | 1.5
O=C1CC(Nc2ccc(N3CCOCC3)cc2)C(=O)N1Cc1ccccc1 (centres undefined) | -1.1 | 1.2
OC(CN=c1sc2ccccc2n1CC(O)COc1ccccc1)COc1ccccc1 (centres undefined) | -2.5 | 1.4
Nc1cc(=O)[nH]c(SCC(=O)N2CCCc3ccccc32)n1 | 0.94 | 1.1
CCCC(=O)Nc1c2c(nn1-c1ccc(OC)cc1)CS(=O)C2 (centres undefined) | 0.35 | 1.1
CC(=O)N1CCc2cc(S(=O)(=O)CCC(=O)Nc3cccc(F)c3)ccc21 | 1.2 | 1
CCOC(=O)c1cc2sc(C)cc2n1CC(=O)Nc1cccc(C)c1C | -0.44 | 1

15 entries from above, arranged by count of non-hydrogen atoms, descending.
SMILES | Pyk2 oligo antag | MT1-MMP txn act
CCOC(=O)C1(c2ccccc2)NC(c2ccccc2C)C2C(=O)N(c3ccc4c(c3)OCO4)C(=O)C21 (centres undefined) | 0.96 | 1.3
COc1ccc(Nc2cc(C(=O)NCCCN3CCN(C)CC3)c3ccccc3n2)cc1OC | -0.32 | 0.9
Cc1ccc(S(=O)(=O)N2CCN(CCO)CC2)cc1-c1nnc2c3ccccc3c(C)nn12 | 0.72 | 1
OC(CN=c1sc2ccccc2n1CC(O)COc1ccccc1)COc1ccccc1 (centres undefined) | -2.5 | 1.4
Cc1cc(C)c2nc(SCC(=O)N3CC(=O)Nc4ccccc43)c(C#N)cc2c1 | -1.2 | 0.8
Cc1ccc(C(=O)N2CCOCC2)cc1S(=O)(=O)Nc1cccc(C)c1C | 0.64 | 1.1
CCOC(=O)c1cc2sc(C)cc2n1CC(=O)Nc1cccc(C)c1C | -0.44 | 1
CC1(C)OC(C(=O)NC2CCCCC2)C(C(=O)NC2CCCCC2)O1 (centres undefined) | 0.41 | 1
Cn1cnnc1SC1CCCCC1NS(=O)(=O)c1ccc(Cl)cc1 (centres undefined) | -0.36 | 1.3
CCCC(=O)Nc1c2c(nn1-c1ccc(OC)cc1)CS(=O)C2 (centres undefined) | 0.35 | 1.1
Nc1cc(=O)[nH]c(SCC(=O)N2CCCc3ccccc32)n1 | 0.94 | 1.1
O=C(Nc1ccc(Cl)c(C(F)(F)F)c1)N1CCCC(O)C1 (centres undefined) | -0.67 | 1.1
O=C(Oc1nsnc1N1CCOCC1)N1CCCCC1 | 0.92 | 1.1
O=C(Oc1nsnc1N1CCOCC1)N1CCCC1 | 0.83 | 1.1
CCn1c(-c2nn(C)c(C)c2Cl)n[nH]c1=S | 0.1 | 1.1

Going on with the list.
SMILES | Pyk2 oligo antag | MT1-MMP txn act
COc1ccc(CN(C(=O)CSc2nnc(-c3ccccc3C)o2)c2ccc(F)cc2)cc1 | -0.77 | 1.2
CCN1CCN(c2cc(-c3ccccc3)nc3cc(-c4cccc(F)c4)nn23)CC1 | -0.56 | 1.1
CC(C)c1ccc(-c2nc(N3CCCCC3)[nH]c(=O)c2C#N)cc1 | 0.61 | 1
CC(C)C(=O)Nc1ccc(C(=O)c2ccccc2)cc1 | 0.07 | 1.3
COc1ccc(N=c2ssnc2Cl)cc1 | 0.79 | 1.3
Cc1cccc(NC2=NC(=S)N(CC#N)C23CCCCC3)c1 | -0.24 | 1.3
COc1cc(Cl)c(S(=O)(=O)n2cnc(C)c2)cc1Cl | 0.2 | 1.1
O=C(CSc1ncnc2ccccc12)NCc1ccco1 | -0.33 | 1
CCOC(=O)c1cc(-c2ccccc2)n(CCC(=O)NC(C)CC)c1C (centres undefined) | 0.39 | 1.1
CCOc1ccccc1OCC(=O)Nc1ccc(S(=O)(=O)Nc2ncccn2)cc1 | 1.4 | 1.5
COc1cccc(N(C(=O)Cn2nnc(-c3ccc(C)o3)n2)C(C(=O)NC(C)(C)C)c2cccs2)c1 (centres undefined) | -1.4 | 1.1
Cc1nnc(NC(=O)CSc2nccn2C)s1 | 0.15 | 1
CC(=O)CSc1nsc(SCC(C)=O)c1C#N | -0.1 | 1.2
O=C1CC(=O)CC(c2ccccc2Cl)C1 | 0.47 | 1.1
COc1ccc(NC(=O)CCN2CCCCCC2)cc1 | 0.23 | 1.1
CCN1CCCC1CNC(=O)c1ccccc1Cl (centres undefined) | 1.4 | 1.3
CCC(C)C(NC(=O)C(C)NC(=O)CNC(=O)CNC(=O)OCc1ccccc1)C(=O)OC (centres undefined) | 1.4 | 1.1
CC(C)CCNC(=O)C1CCCN1C(=O)NC1CCCCC1 (centres undefined) | -1.1 | 1
CCOc1ccc(OCC)c(NC(=O)CN2CCN(c3cccc(C)c3)CC2)c1 | 0.43 | 1.3
CCOc1ccc2nc(NCCCNS(=O)(=O)c3ccc(C)cc3)c(C#N)cc2c1 | 1.6 | 1.4
O=C(CCSc1ccc(Cl)cc1)N1CCOCC1 | -0.68 | 1.6
CC(NC(=O)c1cccnc1)C(c1cccs1)N1CCOCC1 (centres undefined) | -0.32 | 1.1
O=c1[nH]c(CN2CCN(CCO)CC2)nc2ccccc12 | 0.1 | 1
CC(C)Nc1nc(NC(C)C)nc(Oc2ccc(/C=N/O)cc2)n1 | -1.4 | 1.2
CCc1nc2sc3ccccc3c(=O)c2c(=O)n1Cc1ccco1 | -0.33 | 1

Next part
SMILES | Pyk2 oligo antag | MT1-MMP txn act
COc1ccc(NC(=O)C2C3C=CC(C3)C2C(=O)NCc2ccco2)c(OC)c1 (centres undefined) | 0.42 | 1.1
CCN(CC)C(=O)c1cccc2c1C(=O)c1ccccc1-2 | 0.24 | 1.2
O=C(Cn1c(C(F)(F)F)nc2ccccc21)NCCCN1CCOCC1 | 1.1 | 1.1
COc1c(Cl)cc(Cl)cc1C(=O)n1nc(C)cc1C | -0.23 | 1.1
COCCCn1c(SCC(=O)N2CCc3ccccc32)nnc1-c1ccoc1C | 0.59 | 1.3
CN(C(=O)COc1ccccc1)c1nnc(-c2ccncc2)s1 | 0.84 | 1.1
CCC(C)(C)n1nnnc1CN1CCC(NC(=O)c2ccccc2C)CC1 | 1 | 1.1
COC(=O)c1cn(C)c2ccc(S(=O)(=O)N3CCCC3)cc2c1=O | 0.78 | 1.1
COc1ccc(OC)c(NS(=O)(=O)c2ccc(SC)cc2)c1 | -0.18 | 1.1
COc1cccc(-n2nc3c(-n4ncc(C#N)c4N)nnc(C)c3c2C)c1 | 0.02 | 1.2

These rows are one share of the data. The share of hits here may be higher or lower than overall.
